Assay outcomes as filed in PubChem.
GLP1R inv ag = GLP-1 receptor (human) inverse agonism. P43220. HEK293 GLP-1R CRE-luciferase, luminescence, 24 h; GLP-1R form is constitutively active. Potency, µM (doses to about 38.3 µM), for the others: top-dose activity change, negative = inhibition, actives largely listed as inhibitors. 410,000 tested, 1.6% active. AID 624417; also: potency is read from the fitted curve at half-maximal effect; % is scaled to controls: 0 for no effect and ±100 for the full control effect; nearly all actives have a fitted effect of over 55% in size
Target sequence (P43220 whole entry, looked up): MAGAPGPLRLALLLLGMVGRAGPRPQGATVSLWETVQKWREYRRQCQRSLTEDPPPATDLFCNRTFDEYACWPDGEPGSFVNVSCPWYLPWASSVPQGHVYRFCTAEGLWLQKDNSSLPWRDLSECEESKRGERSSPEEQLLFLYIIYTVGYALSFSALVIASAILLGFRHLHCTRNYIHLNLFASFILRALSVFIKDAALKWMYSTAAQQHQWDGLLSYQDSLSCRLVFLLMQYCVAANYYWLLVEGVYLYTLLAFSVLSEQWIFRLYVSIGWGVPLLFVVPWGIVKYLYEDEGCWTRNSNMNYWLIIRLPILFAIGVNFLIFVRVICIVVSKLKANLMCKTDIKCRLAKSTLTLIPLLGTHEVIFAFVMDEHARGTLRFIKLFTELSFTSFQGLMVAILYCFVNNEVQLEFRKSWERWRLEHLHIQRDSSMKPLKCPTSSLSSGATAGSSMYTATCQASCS
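Assay principle: reduced luminescence from a cAMP-responsive reporter in HEK293 cells co-expressing a constitutively active GLP-1R. Conditions: 24 hr compound incubation, 37 deg C, 5% CO2.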
FUS yeast rescue = FUS proteinopathy suppression in yeast | S. cerevisiae FUS-expressing, growth rescue, OD600, 24 h | Potency, µM (titrated, usually from 76.6 µM), for the others: at the highest dose growth rescue (activation), hits mostly activators | AID 1347120 | 390,000 tested, 0.24% active;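 also: potency is read from the fitted curve at half-maximal effect; plate controls were DMSO vehicle for no effect and reference control for full effect; nearly all actives have a fitted effect of over 55% in size; some results filed as inactive show a strong effect at the top dose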
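Toxicity suppression screen in FUS-yeast. Cells induced with 2% galactose, starting OD 0.005, treated 24hr at 30C with compounds at multiple final concentrations; growth by OD600.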
HEK293 tox = cytotoxicity in counter-screen for GLP-1R inverse agonists; Potency, µM (highest dose often 38.3 µM), without a hit: top-dose activity change, negative = inhibition, actives largely listed as inhibitors; HEK293 cAMP-luciferase reporter cells, luminescence, 24 h; 410,000 tested, 0.13% active; AID 624418;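 also: loss of luciferase light is scored as toxicity; potency is read from the fitted curve at half-maximal effect; % is scaled to controls: 0 for no effect and ±100 for the full control effect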
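Quantitative HTS format, 1536 wells, 200 cells/uL seeded. Compounds: 23 nL, 24 h, 37 °C. Detection: luciferase reagent, luminescence at 12 min RT; decreased signal taken as cytotoxic.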
Abeta yeast res = A-beta toxicity reversal in yeast; yeast expressing A-beta42, growth rescue, OD600, 48 h; response scale: 0% DMSO, 100% iron-clioquinol control; Potency, µM (doses to about 46.1 µM), for the others: top-dose growth rescue, actives largely listed as activators; 410,000 tested, 0.063% active; AID 1347071; also: potency is read from the fitted curve at half-maximal effect; nearly all actives have a fitted effect of over 55% in size
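Yeast growth medium received pinned compounds, then yeast cells expressing toxic A-beta were added; plates incubated at 30 C for 48 hr. Growth read as absorbance at 600 nm, normalized to DMSO and equimolar FeCl3 plus clioquinol controls.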
TDP-43 yeast inh = TDP-43 toxicity inhibition in yeast. TDP-43 expressing yeast growth rescue, BacTiter-Glo, 24 h. Potency, µM (top dose mostly 46.1 µM), for the others: at the highest dose growth rescue (activation), actives largely listed as activators. 410,000 tested, 1.8% active. AID 652104; also: potency is read from the fitted curve at half-maximal effect; % of control where 0% means no effect; nearly all actives have a fitted effect of over 50% in size
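In this qHTS, compounds that restore growth of yeast expressing TDP-43 appear as activators. Cells (OD600=0.02, galactose medium, raffinose-pregrown) are incubated with compound 24 hr at 30 deg C and growth is quantified by BacTiter-Glo.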
Mm-Cpn inhibitor = blocks the Methanococcus maripaludis chaperonin Mm-Cpn | Potency, µM (titrated, usually from 76.9 µM), without a hit: top-dose activity, negative = inhibition, hits mostly inhibitors | purified Mm-Cpn ATPase, ADP Transcreener TR-FRET | 330,000 tested, 0.031% active; also: potency is read from the fitted curve at half-maximal effect; % is scaled to controls: 0 for no effect and ±100 for the full control effect; nearly all actives have a fitted effect of over 80% in size
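ATPase turnover read by TR-FRET ADP competition (Eu cryptate antibody/ADP-d2, 665/590 nm): 10uM ATP final, 25nM Mm-CPN final, 30 min 37degC after 10-min compound preincubation, pH 7.4 Tris/KCl/MgCl2/DTT buffer.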
PTHR1 agonist = activates the human parathyroid hormone receptor PTHR1; HEK293 GP2 PTHR1 cells, GloSensor cAMP luminescence, 1 h; Potency, µM (top dose mostly 115 µM), for inactives: top-dose activation, hits mostly activators; 410,000 tested, 0.075% active; AID 743266; also: potency is read from the fitted curve at half-maximal effect; nearly all actives have a fitted effect of over 55% in size; some results filed as inactive show a strong effect at the top dose; inactives centre near -15; many of its hits are not listed in these tables
Target sequence (Q03431 whole entry, looked up): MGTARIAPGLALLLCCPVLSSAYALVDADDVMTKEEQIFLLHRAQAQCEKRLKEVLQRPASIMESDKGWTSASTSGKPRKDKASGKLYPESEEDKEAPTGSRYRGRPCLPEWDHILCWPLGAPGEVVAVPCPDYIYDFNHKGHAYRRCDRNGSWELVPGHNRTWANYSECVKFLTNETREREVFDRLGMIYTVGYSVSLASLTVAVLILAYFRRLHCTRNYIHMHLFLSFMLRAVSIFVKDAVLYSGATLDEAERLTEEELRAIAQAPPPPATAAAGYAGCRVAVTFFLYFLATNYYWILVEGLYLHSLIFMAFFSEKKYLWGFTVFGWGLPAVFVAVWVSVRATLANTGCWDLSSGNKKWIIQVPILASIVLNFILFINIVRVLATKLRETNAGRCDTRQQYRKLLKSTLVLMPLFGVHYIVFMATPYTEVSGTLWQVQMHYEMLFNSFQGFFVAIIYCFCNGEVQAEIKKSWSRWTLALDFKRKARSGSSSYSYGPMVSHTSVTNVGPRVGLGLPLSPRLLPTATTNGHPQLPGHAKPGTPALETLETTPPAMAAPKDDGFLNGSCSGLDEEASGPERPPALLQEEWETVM
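HEK-293-derived GP2 cells expressing PTHR1 and a GloSensor cAMP reporter, 3,000/well, plated overnight, given luciferin plus IBMX (each 0.5 mM as added) for 1 h at 37 °C, then compound for 1 h at 37 °C. Luminescence was read after 15 min at room temperature.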
aSyn rescue = rescues yeast growth from alpha-synuclein toxicity; Yeast expressing alpha-synuclein, growth rescue, BacTiter-Glo, 24 h; 370,000 tested, 0.14% active; Potency, µM (doses to about 46.1 µM), without a hit: at the top dose growth rescue (activation), actives largely listed as activators; also: potency is read from the fitted curve at half-maximal effect; % of control where 0% means no effect; nearly all actives have a fitted effect of over 65% in size
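Rescue of yeast growth: cells expressing toxic alpha-synuclein, induced in galactose at OD600 0.02, incubated with compound 24 h at 30 C. ATP luminescence quantified growth; inhibitors of toxicity appear as activators.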
Akt phos inh = inhibitors of Akt phosphorylation; Neuro2A IGF-stimulated pAkt S473 HTRF, 20 min; stronger effect = lower value; activity change, % for hits at 50 µM; 360,000 tested, 0.32% active; AID 651550; in the data active = activity change below about -80%; inconclusive = mostly about -51% to -80%; also: % is scaled to controls: 0 for no effect and ±100 for the full control effect
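Neuro2A cells in DMEM with 0.5% FBS, overnight at 37 deg C, given compound at single 50 µM final, then IGF (6 nM final) for 20 min at 37 deg C. Lysed; phospho-Akt Ser473 by HTRF after 24 h, 665/615 ratio.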
* = called active by the depositor; i = inactive; u = inconclusive; x = no result given; & = joins results of further samples; [ ] = remark or other dose. Unless noted, calls follow the shape of the dose curve; as a rule, active = well fitted curve in the direction sought with a large enough effect; inconclusive = small, poorly fitted or top-dose-only effect, or another doubt; inactive = no such curve, though single readings can be large; an effect the other way counts as inactive or inconclusive. The list is partial; count on the stated rates, not on these rows.

SMILES	GLP1R inv ag	FUS yeast rescue	HEK293 tox	Abeta yeast res	TDP-43 yeast inh	Mm-Cpn inhibitor	PTHR1 agonist	aSyn rescue	Akt phos inh
COC(=O)CNC(c1ccccc1)c1cc(Br)ccc1NC(=O)CCN1CCOCC1 (configuration not stated)	u	u	-13%	-50%[inhibitor]	u	-2%	i	7%	i
NCc1nc(-c2ccc(Cl)cc2)no1	u	-16%	-14%	-16%	5%	1%	i	7%	i
CN(C)C(=O)C1Cc2ccccc2CN1S(=O)(=O)c1cccs1 (configuration not stated)	-1%	-16%	-2%	-5%	0%	-2%	-3%	-7%	i
CCCCN(CC)C(=O)c1ccccc1Oc1ccccc1	u	3%	64%[activator]	0%	0%	-1%	-1%	4%	i
CCOC(CNCc1cc(C)c2[nH]c3ccccc3c2c1C)OCC	u	1%	u	13%	15%	x	i	15%	i
COC(=O)CCC(=O)c1ccn(S(=O)(=O)c2ccccc2)c1	-4%	-17%	11%	4%	u	2%	5%	-8%	i
CCNC(=S)NNC(=O)C(c1ccccc1)c1ccccc1	0%	-1%	5%	-6%	24%	1%	-3%[57.5 µM]	-5%	i
Nc1ncnc2nc(SCCc3ccccc3)[nH]c12	9%	11%	6%	7%	-7%	0%	-11%[57.5 µM]	0%	i
Cc1csc2c(=O)n3c(nc12)CCCCC3	0%	23%	-3%	6%	-8%	3%	-16%[57.5 µM]	0%	u
CC1C=CCC2C(=O)N(c3cccc(C(=O)NCCc4ccccc4)c3)C(=O)C12 (configuration not stated)	-25%	28%	-11%	-2%	3%	-2%	i	-5%	i

An excerpt of these results, with two lines to a compound.
Results follow in this order: GLP1R inv ag, FUS yeast rescue, HEK293 tox, Abeta yeast res, TDP-43 yeast inh, Mm-Cpn inhibitor, PTHR1 agonist, aSyn rescue, Akt phos inh
CCOC(CNCc1cc(C)c2[nH]c3ccccc3c2c1C)OCC
    u, 1%, u, 13%, 15%, x, i, 15%, i
COC(=O)CCC(=O)c1ccn(S(=O)(=O)c2ccccc2)c1
    -4%, -17%, 11%, 4%, u, 2%, 5%, -8%, i

(continued)
SMILES	GLP1R inv ag	FUS yeast rescue	HEK293 tox	Abeta yeast res	TDP-43 yeast inh	Mm-Cpn inhibitor	PTHR1 agonist	aSyn rescue	Akt phos inh
CCOCCC(=O)Nc1ncc(S(=O)(=O)c2ccc([N+](=O)[O-])cc2)s1	-7%	-26%	2%	10%	6%	x	-1%	0%	i
Cc1ccc(NC(=S)Nc2cccc3ccccc23)cc1F	u	20%	u	u	u	-5%	i	2%	i
COc1ccc(OC)c(NC(=O)Cn2cccc2)c1	4%	8%	4%	9%	-6%	-1%	i	-1%	i
Nc1c(N(Cc2ccccc2)C(=O)COc2cccc(Cl)c2)c(=O)[nH]c(=O)n1Cc1ccccc1	3%	4%	-1%	-6%	18%	0%	-19%	6%	i
CCc1ccccc1Nc1nn2c(=O)c3ccc(C(=O)NC4CCC(C)CC4)cc3nc2s1 (configuration not stated)	-18%	12%	-3%	-12%	4%	x	i	0%	x
COc1cccc(C2C(C#N)=C(N)Oc3cc(C)[nH]c(=O)c32)c1OC (configuration not stated)	14%	21%	-9%	-16%	-24%	1%	-4%[57.5 µM]	2%	i
Cc1cccc(NC(=S)N2CCN(C(=O)c3ccco3)CC2)c1	-5%	9%	-11%	5%	5%	1%	i	4%	i
Nc1cc(=O)[nH]c(SCC(=O)Nc2ccc(Oc3ccccc3)cc2)n1	4%	38%	-3%	-9%	-27%	3%	-20%	0%	i
CC1(C)CC(=O)C=C(c2ccc(Oc3ccccc3)cc2)C1	3%	15%	1%	-3%	21%	-2%	-71%[inhibitor]	-9%	i
CC(=O)Nc1ccc(CNC(=O)C[N+]2(C)CCOCC2)cc1	12%	4%	0%	-8%	24%	0%	-15%	1%	i
CCC1CN(C(=O)N2CCC(C(=O)NCc3ccccc3C)CC2)c2ccccc2O1 (configuration not stated)	u	u	4%&-12%	11%&5%	8%&6%	0%	-20%	9%	i
CC(C)(C)C1c2[nH]c3ccccc3c2CCN1CCCn1cccn1 (configuration not stated)	u	-5%	5%	-5%	-11%[0.397 µM]	-2%	i	9%	i
O=C(CN1c2ccccc2Sc2ccccc21)N/N=C/c1ccc(Cl)cc1Cl	-12%	-3%	2%	18%	10%	0%	-8%	14%	i
O=C(NC1CCSc2ccccc21)c1cc([N+](=O)[O-])ccc1N1CCOCC1 (configuration not stated)	-17%	20%	-19%	-37%[inhibitor]	35µM*	0%	i	-1%	i
COc1cc(NC(=O)COc2ccccc2Cl)ccc1NC(=O)c1cccs1	-20%	u	u	-3%	-27%	-2%	-66%[inhibitor]	-10%	i
Cc1ccc(SCc2cn3cccnc3n2)cc1	26%	-33%	-2%	0%	23%	1%	-65%[inhibitor]	-11%	i
Cc1ccc(-c2nnc(SCC(=O)NCc3ccccc3)nc2-c2ccc(C)cc2)cc1	u	43%	-8%	-5%	6%	x	-9%	x	x
CCc1nc2ccc(C(=O)N3CCN(c4cccc(C(F)(F)F)c4)CC3)cc2nc1CC	u	u	-25%	-6%	19%	0%	-6%	-4%	i
Cc1cc(C(=O)COc2ccc(Br)cc2F)c(C)n1CC1CCCO1 (configuration not stated)	3%	-29%	12%	-2%	5%	x	-3%	-3%	i
CN(/C(=N/S(=O)(=O)c1cccs1)c1ccccc1)c1ccc(O)cc1	-1%[7.66 µM]	5%	-10%[7.66 µM]	10%	6%	-2%	-43%[inhibitor]	2%	i
O=C(c1ccccc1)N1CCN(Cc2ccccc2)CC1	-24%	-22%	8%	7%	-3%	-3%	-17%[57.5 µM]	2%	i
O=C(Cn1c(=O)nc(-c2ccccc2)c2ccccc21)NCc1ccc(F)cc1	16%	-15%	-11%	-8%	0%	x	i	x	x
Cn1c(NCC(O)c2ccccc2)nc2c1c(=O)n(Cc1ccc(Cl)c(Cl)c1)c(=O)n2C (configuration not stated)	3.2µM*	8.9µM*	-10%	25%	-38%[inhibitor]	x	-17%	-26%	i
CCOC(=O)c1cc(-c2ccccc2)sc1NC(=O)c1ccc(OC)cc1	-1%	-26%	8%	-5%	-1%	-3%	0%[57.5 µM]	-31%[inhibitor]	i
COc1ccc(Br)cc1CNC(=O)CCc1cn(Cc2ccc(C)cc2)c2ccccc12	-17%	17%	-3%	11%	21%	x	-6%	x	x
CC(C)OCCCNC(=O)c1c(N)n(/N=C/c2cccs2)c2nc3ccccc3nc12	1%	x	-8%	1%	-22%	-4%	-5%	4%	i
O=c1c2sc3ccccc3c2n(Cc2cccc(Cl)c2)c(=O)n1Cc1ccccc1	-5%	21%	1%	-5%	-2%	x	-3%	x	x
COc1ccc(CC2(CO)CCN(Cc3nc(C(C)C)cs3)CC2)cc1	-12%	-13%	-2%	-8%	11%	0%	-29%	5%	i
CCOC(=O)c1c(S(=O)(=O)N2CCCC2)c(C)n(C)c1C	0%	-1%	3%	7%	14%	-1%	9%	-1%	i
Cc1cc(Br)ccc1NC(=O)CNC(=O)CSc1n[nH]c(N)n1	1%	6%	11%	-2%	-3%	0%	-13%	-11%	i
Cc1cc(C)cc(C(=O)Nc2cccc(-c3nc4ncccc4o3)c2C)c1	5%	-19%	-3%	-21%	-1%	x	i	x	x
CC(C)(C)NC(=O)C(c1cccc2ccccc12)n1c(=O)c(-c2ccco2)nc2ccccc21 (configuration not stated)	-15%	u	1%	6%	17%	x	-23%	u	i
CCOC(=O)C1=C[C@@H](C2CCCCC2)N(S(=O)(=O)c2ccc([N+](=O)[O-])cc2)[C@H]1c1ccccc1	u	19%	7%	3%	29%	x	i	2%	i
Cn1c(N)nc2ccccc2c1=O	19%	7%	-6%	1%	-13%	0%	-5%	0%	i
NC(=O)C1=C[C@H](c2ccccc2)C[C@H](OCc2ccc(CO)cc2)O1	5%	-12%	1%	-5%	10%	x	-6%	-6%	i
CCNS(=O)(=O)c1ccc(NC(=S)NCC2CCCO2)cc1 (configuration not stated)	0%	19%	21%	3%	-1%	1%	i	2%	i
CSc1cccc(N2CC(C(=O)N(Cc3nnc(-c4ccccc4Cl)o3)C3CC3)CC2=O)c1 (configuration not stated)	-25%	43%	-21%	-3%	-1%	-3%	-15%	11%	i
CCCNC(=O)C1CC(c2ccccc2[N+](=O)[O-])=NO1 (configuration not stated)	0%	-21%	0%	-9%	21%	x	-37%[inhibitor]	0%	i

Compound profiles (already shown). Order of screens: GLP1R inv ag, FUS yeast rescue, HEK293 tox, Abeta yeast res, TDP-43 yeast inh, Mm-Cpn inhibitor, PTHR1 agonist, aSyn rescue, Akt phos inh
Entry for `COc1ccc(Br)cc1CNC(=O)CCc1cn(Cc2ccc(C)cc2)c2ccccc12` → -17%, 17%, -3%, 11%, 21%, x, -6%, x, x
Entry for `Cc1cccc(NC(=S)N2CCN(C(=O)c3ccco3)CC2)c1` → -5%, 9%, -11%, 5%, 5%, 1%, i, 4%, i
Entry for `CCOC(=O)c1cc(-c2ccccc2)sc1NC(=O)c1ccc(OC)cc1` → -1%, -26%, 8%, -5%, -1%, -3%, 0%[57.5 µM], -31%[inhibitor], i
Entry for `CN(/C(=N/S(=O)(=O)c1cccs1)c1ccccc1)c1ccc(O)cc1` → -1%[7.66 µM], 5%, -10%[7.66 µM], 10%, 6%, -2%, -43%[inhibitor], 2%, i
Entry for `CCc1ccccc1Nc1nn2c(=O)c3ccc(C(=O)NC4CCC(C)CC4)cc3nc2s1` (configuration not stated) → -18%, 12%, -3%, -12%, 4%, x, i, 0%, x
